SUMO1 PPI mod – SUMO1-SIM interaction modulation | SUMO1 binding to a labelled peptide, TR-FRET, 1 h | 360,000 compounds, 0.33% hits | inhibition, % at 20 µM | AID 602429 | P63165; in the data active = inhibition above about 37%
Target sequence (P63165 whole entry, looked up): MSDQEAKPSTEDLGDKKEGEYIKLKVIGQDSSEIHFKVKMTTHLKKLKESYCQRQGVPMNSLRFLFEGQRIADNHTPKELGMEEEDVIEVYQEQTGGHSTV
PABP1 MLLE inh – blocks PAM2 peptide binding to the PABP1 MLLE domain; GST-MLLE / FITC-PAM2 fluorescence polarization; inhibition, % at 20 µM; 360,000 compounds, 0.36% hits; in the data active = inhibition above about 35%, passing the limit was not always enough;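 note: plate controls were DMSO wells with GST-MLLE for no effect and wells lacking GST-MLLE protein for full effect; some results filed as inactive read as strong as hits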
STEP inh – blocks human striatal-enriched tyrosine phosphatase | inhibition, % at 20 µM | P54829 | recombinant STEP, OMFP fluorogenic substrate, fluorescence | 360,000 compounds, 0.25% hits;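 active = inhibition at 20 µM, scaled per plate between control wells, above about 37%, limit read from the data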;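 note: 0% = DMSO with enzyme and substrate and 100% = substrate only without enzyme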
Target sequence (P54829 whole entry, looked up): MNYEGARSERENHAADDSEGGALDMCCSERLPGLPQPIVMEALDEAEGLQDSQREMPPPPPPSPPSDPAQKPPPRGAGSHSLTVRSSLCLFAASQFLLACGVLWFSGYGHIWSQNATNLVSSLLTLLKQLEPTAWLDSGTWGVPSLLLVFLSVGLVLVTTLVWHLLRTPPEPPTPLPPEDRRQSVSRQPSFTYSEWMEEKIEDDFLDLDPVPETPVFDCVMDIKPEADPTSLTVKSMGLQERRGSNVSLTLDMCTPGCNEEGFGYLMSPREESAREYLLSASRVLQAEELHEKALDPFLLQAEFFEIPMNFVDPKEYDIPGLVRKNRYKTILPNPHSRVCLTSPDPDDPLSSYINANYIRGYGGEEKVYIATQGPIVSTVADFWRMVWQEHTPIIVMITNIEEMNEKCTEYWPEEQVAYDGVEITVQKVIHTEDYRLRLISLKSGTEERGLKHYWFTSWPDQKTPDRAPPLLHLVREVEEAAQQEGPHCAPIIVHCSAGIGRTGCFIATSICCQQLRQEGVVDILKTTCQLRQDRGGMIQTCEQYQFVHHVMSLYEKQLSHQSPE
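System: STEP (striatal-enriched tyrosine phosphatase) enzyme, cell-free; medium: Bis-Tris pH 6.0 buffer with DTT, detergent; dosing: 20 µM, 1% DMSO; times: reaction 20 min, ambient temperature; detection: fluorescence, 480/540 nm; read-out basis: normalized % inhibition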
DNMT1 inh – blocks human DNA methyltransferase DNMT1 | inhibition (reported as % activation of signal), % at 10 µM | DNMT1 molecular beacon, Hinp1I cleavage, fluorescence | P26358 | AID 588458 | 360,000 compounds, 0.83% hits; in the data active = inhibition above about 50%
Tb MetRS inh – blocks T. brucei methionyl-tRNA synthetase activity; purified T. brucei MetRS, ATP depletion, Kinase-Glo luminescence; inhibition, % at 11.9 µM; 360,000 compounds, 0.4% hits;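 active = inhibition above a per-plate cutoff of the control wells' mean inhibition plus 3 SD, cut at about 5.5% in these data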;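 note: 0% = DMSO wells median and 100% = median of wells with control inhibitor compound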
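Assay system: T. brucei methionyl-tRNA synthetase, purified | Medium: HEPES buffer with MgCl2, KCl, DTT, spermine, BSA, pyrophosphatase | Compound: 11.9 µM single point | Incubation: 15 min enzyme-compound preincubation, 2 h reaction, 10 min detection, 25 °C | Measured by: Kinase-Glo luciferase luminescence reporting remaining unconsumed ATP | Measure: % inhibition normalized to control-well medians | Replication: Singlicate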
NadD block – blocks S. aureus nicotinate mononucleotide adenylyltransferase. purified NadD enzyme, colorimetric absorbance read-out. inhibition, % at 20 µM. 360,000 compounds, 0.78% hits; in the data active = inhibition above about 26%; note: some compounds past the cut are filed as inactive
CSN deneddyl inh – inhibitors of human CSN-mediated cullin deneddylation. Purified CSN, SCF-Nedd8-OG deneddylation, fluorescence polarization. Q92905. inhibition, % at 12.5 µM. 360,000 compounds, 0.38% hits;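 active = pattern-corrected inhibition above about 35%, with an unprinted fluorescence ratio check between 0.5 and 1.5, limit read from the data, passing the limit was not always enough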;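 note: 0% = enzyme with substrate and 100% = substrate without enzyme; some results filed as inactive read as strong as hits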
Target sequence (Q92905 whole entry, looked up, one chain of several): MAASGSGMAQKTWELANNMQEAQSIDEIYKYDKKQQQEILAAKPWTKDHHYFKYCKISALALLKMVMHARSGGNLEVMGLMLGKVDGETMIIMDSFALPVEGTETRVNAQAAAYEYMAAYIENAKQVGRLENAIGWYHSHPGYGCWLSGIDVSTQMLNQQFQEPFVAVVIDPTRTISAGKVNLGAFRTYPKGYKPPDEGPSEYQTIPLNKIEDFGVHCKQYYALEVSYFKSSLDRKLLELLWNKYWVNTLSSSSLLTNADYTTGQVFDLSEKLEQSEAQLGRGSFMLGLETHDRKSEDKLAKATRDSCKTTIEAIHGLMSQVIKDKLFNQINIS
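Test system: Human Csn5 produced in HEK293T cells | Compound: 12.5 µM single point | Times: 90 min, room temperature | Signal: Fluorescence polarization readout | Read-out basis: % inhibition of substrate cleavage by Csn5 | Controls: no-enzyme wells high, enzyme-with-substrate wells low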
LMPTP block – LMPTP (human) inhibition; inhibition, % at 20 µM; 360,000 compounds, 0.22% hits; recombinant LMPTP-A, OMFP fluorogenic substrate, fluorescence intensity; P24666;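 active = compounds that cut the enzyme signal by at least half of the control window in the single-dose screen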;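 note: plate controls were DMSO wells with enzyme plus substrate for no effect and substrate without enzyme for full effect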
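test system = LMPTP-A | amount = 0.625 nM LMPTP-A final | reagent = fluorogenic phosphatase substrate OMFP at 400 µM final | incubation = 50 min at room temperature | benchmarks = no-enzyme low control, uninhibited high control | medium = Bis-Tris pH 6.0, DTT, detergent | signal = fluorescence intensity of OMFP turnover product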
Scp1 inh – blocks human Scp-1 phosphatase activity; inhibition, % at 20 µM; Q9GZU7; 340,000 compounds, 0.88% hits; Recombinant Scp1, phosphopeptide, malachite green phosphate absorbance;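 active = inhibition above about 50% at 20 µM, limit read from the data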;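 note: plate controls were DMSO wells with enzyme for no effect and wells lacking enzyme for full effect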
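System: SCP-1 catalytic domain; Reagent: Phospho 17-mer peptide substrate; Doses: one concentration, 20 µM, with 1.0% DMSO; Incubation: 45 min room-temperature reaction, 5 min colour, 30 min stabiliser; Signal: Phosphate-binding colour reagent, absorbance read at 630 nm.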
Rpn11 block – inhibitors of human proteasome Rpn11; O00487; calls only at 20 µM; human 26S proteasome, Ub4-pepOG fluorescence polarization; 20S core pre-blocked with epoxomicin; 360,000 compounds, 0.59% hits;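 active = inhibition at 20 µM, scaled to each plate's controls, above about 33%, limit read from the data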
* marks the source's active call; other numbers are inactive results; i = inactive; x = not tested or not shown.

SMILES | SUMO1 PPI mod | PABP1 MLLE inh | STEP inh | DNMT1 inh | Tb MetRS inh | NadD block | CSN deneddyl inh | LMPTP block | Scp1 inh | Rpn11 block
COC(=O)c1ccc(COc2ccccc2/C=N/NS(=O)(=O)c2ccccc2)cc1 | 0 | -11 | 1 | 0 | 0.1 | 1 | -1 | 3.9 | -10 | i
COc1cccc(-c2cnc3c(NC(C)=O)cc(-c4cccc(C(=O)NCCO)c4)cn23)c1 | -13 | -5 | 2 | -7 | 0.0 | -6 | 2 | 1.1 | x | i
O=C(c1ccccc1)c1c[nH]c2cc3c(cc2c1=O)OCCO3 | 4 | 4 | -1 | 1 | -0.3 | 1 | -1 | 0.2 | 0 | i
Cc1ccc(NC(=O)c2ccc(NCc3ccc(F)cc3)nc2)cc1 | 8 | -4 | 2 | 3 | 0.1 | 9 | -2 | -1.0 | -8 | i
CCOC(=O)c1[nH]c2cc(OC)c(OC)cc2c1NC(=O)CCN1CCSCC1 | 4 | -10 | -1 | -1 | 0.3 | 3 | 2 | -3.6 | -3 | i
CCn1cc(CN2CCCC(C(=O)c3ccc(-c4ccccc4)c(F)c3)C2)cn1 (centres undefined) | 4 | -7 | 2 | -1 | 0.2 | -9 | 3 | 0.9 | -12 | i
O=C(O)CN1C(=O)NC2(CCCc3ccccc32)C1=O (centres undefined) | -1 | 4 | -3 | 2 | -0.3 | -4 | 2 | -0.4 | 4 | i
Cc1cc(Cl)ccc1C(O)c1ncc(-c2ccc(Cl)cc2)[nH]1 (centres undefined) | 0 | 1 | 1 | 6 | 1.1 | -9 | -2 | 1.5 | x | i
Cc1c(-n2cc(C(=O)c3ccccc3O)cc(C#N)c2=O)c(=O)n(-c2ccccc2)n1C | -11 | -14 | -2 | 1 | 0.6 | -3 | 9 | -0.7 | -3 | i
CN1C(=O)CSc2ccc(NC(=O)NCc3ccco3)cc21 | 5 | -2 | 0 | -13 | -0.5 | 1 | 10 | 0.4 | -4 | i
OCCN(Cc1ccccc1)C(=S)NC1CCCCC1 | -4 | 10 | 0 | 3 | -0.5 | -2 | 0 | -0.5 | -11 | i
Cc1cc(C)n(CC(=O)NCc2cc(-c3nn(C)c(=O)c4ccccc34)ccc2C)n1 | -1 | 17 | 0 | 1 | 0.2 | -3 | 4 | 0.3 | -4 | i
O=C(N/N=C/c1cc(Br)c(Br)o1)c1cc2ccccc2o1 | 7 | 1 | 56* | 20 | -0.1 | 1 | 14 | 45 | 111* | i
CCOC(=O)/C=C1/SCC(=O)N1CC(=O)c1ccc[nH]1 | 2 | -47 | 1 | 1 | 0.3 | 2 | 5 | 5.2 | -7 | i
Cc1csc(CN(C)C(=O)c2cn(Cc3cccc4ccccc34)nn2)n1 | -5 | 1 | 1 | -2 | 0.1 | 2 | 5 | 0.1 | -7 | i
CC(C)Cc1nc(N2CCN(C(=O)c3ccco3)CC2)c(C#N)c2c1CCCC2 | 7 | 1 | 3 | 3 | -0.2 | 9 | -1 | 6.7 | -6 | i
Nc1ccc(C(=O)N/N=C\C=C\c2ccc([N+](=O)[O-])cc2)cc1 | -20 | 4 | 10 | 18 | -0.9 | 3 | 4 | 14 | 41 | i
Cc1cccc(C)c1NC1=NC(C)(C)N=C(N)N1 | 0 | -10 | -2 | -1 | 0.0 | -8 | 1 | 1.1 | 0 | i
COc1ccc(S(=O)(=O)N2CCCCCC2)cc1C(=O)N(C)CC(=O)Nc1c(Cl)cccc1Cl | 7 | 1 | 0 | -1 | -0.6 | 0 | -1 | 0.2 | -11 | i
CC(C)Cn1c(N)c(C(=O)COC(=O)c2ccncc2)c(=O)n(C)c1=O | -3 | 3 | 1 | -2 | -2.2 | -4 | 7 | 0.6 | 1 | i
O=C(N1CCOCC1)N1CCN(S(=O)(=O)c2ccc(F)cc2)CC1 | 1 | 9 | -1 | 1 | 2.6 | 0 | -1 | -2.3 | 6 | i
O=C(Nc1cccn2ncnc12)C(F)(F)F | 2 | 4 | -5 | -2 | -0.7 | -5 | -16 | -1.8 | 2 | i
C/C(=N\Nc1nncc2ccccc12)c1ccc(OCC(=O)N(C)C)cc1 | -18 | -3 | -2 | 1 | -0.4 | 5 | 4 | -1.1 | -4 | i
CCn1c(SCc2ccccc2)nc2c1c(=O)[nH]c(=O)n2C | -3 | 14 | 0 | -1 | 1.0 | -1 | 4 | -1.9 | -5 | i
CC(=O)c1ccc(NC(=O)C2CCCN(S(=O)(=O)c3cccc4nonc34)C2)cc1 (centres undefined) | -33 | -10 | 0 | -1 | 0.8 | -8 | 5 | 1.0 | -3 | i

Additional records:
SMILES | SUMO1 PPI mod | PABP1 MLLE inh | STEP inh | DNMT1 inh | Tb MetRS inh | NadD block | CSN deneddyl inh | LMPTP block | Scp1 inh | Rpn11 block
COc1ccc([N+](=O)[O-])cc1NC(=O)CSc1nncn1-c1ccccc1 | -15 | -4 | -2 | 5 | -0.7 | 1 | 1 | -2.0 | -1 | i
COc1ccc(NC(=O)CCc2nnc3ccc(NCc4ccco4)nn23)cc1OC | 0 | -4 | 1 | -9 | -0.1 | 2 | 2 | -0.8 | 7 | i
COc1ccccc1C(=O)Nc1ccnn1C1CCN(Cc2cnn(C)c2)CC1 | 1 | -1 | 0 | 0 | -0.5 | -5 | 7 | -1.4 | 3 | i
CN1CCN(C(=O)C[C@@H]2CC[C@@H]3[C@H](COC[C@@H](O)CN3Cc3cccc(Cl)c3)O2)CC1 | 2 | x | x | x | -0.3 | x | -8 | -4.7 | x | x
O=C(NCc1ccc(C(F)(F)F)cc1)c1ccc2c(c1)S(=O)(=O)c1ccccc1C2=O | -5 | 11 | 2 | 7 | -0.5 | -4 | -3 | 0.9 | -4 | i
COc1ccc(N(C(C)C(=O)NN=C2CCCC2)S(C)(=O)=O)cc1 (centres undefined) | 2 | 12 | 2 | 0 | -0.4 | 2 | -1 | -1.0 | -3 | i
O=C(c1ccc2c(c1)N(Cc1ccc(F)cc1)C(=O)c1ccccc1S2(=O)=O)N1CCN(c2ccccn2)CC1 | 1 | -2 | -2 | -6 | -0.2 | 8 | 1 | 5.2 | 5 | i
Cc1nc2[nH]c(=S)[nH]c(=O)c2nc1C | 6 | 42* | -2 | -8 | -0.3 | -3 | -1 | -2.1 | 5 | i
Cc1ccc(NC(=O)c2cn(-c3cccc(C)n3)cn2)cc1 | 1 | 14 | 0 | -1 | -0.7 | -4 | -3 | -1.7 | 67* | i
O=C(COC(=O)c1cccc(Br)c1)NC(=O)NC1CCCC1 | 8 | 1 | -4 | -6 | -0.4 | -8 | 1 | 0.5 | 3 | i
C=CCNc1ncnc2c1[nH]c1ccc(C)cc12 | 4 | -5 | 0 | 1 | 11* | -7 | -10 | 0.1 | -2 | i
CCCCN(CC)c1nc(N)c(C#N)c(CC#N)c1C#N | 9 | -22 | 0 | -27 | 0.2 | 1 | 5 | 0.8 | -6 | i
COc1cc(CNCc2ccccc2C(F)(F)F)cc(OC)c1 | 2 | 6 | 0 | 0 | -1.3 | -7 | 4 | -1.4 | 2 | i
COc1ccc(-n2c(COc3ccccc3)nnc2SCC(N)=O)cc1 | 2 | -90 | -1 | 5 | -0.2 | 2 | -1 | -2.3 | -12 | i
Cn1c(SCC(=O)c2cc(Cl)c(Cl)s2)nnc1-c1ccco1 | 15 | 6 | 31 | 52* | -0.6 | 5 | 3 | 30 | 10 | i
O=C(O)CC(CNC(=O)C1CCCN1C(=O)OCc1ccccc1)c1ccccc1 (centres undefined) | 1 | -43 | 0 | 0 | -0.2 | -5 | 2 | -1.2 | -4 | i
O=C(N/C(=C\c1cccc(Br)c1)C(=O)N1CCCCC1)c1ccco1 | -5 | 8 | 1 | 0 | -0.8 | -9 | 0 | -1.2 | -5 | i
Nc1c(C(=O)NCc2ccc3c(c2)OCO3)nnn1Cc1ccc(Br)cc1 | 7 | -5 | 0 | 4 | -0.7 | -1 | -2 | -1.8 | -5 | i
Cc1ccc(S(=O)(=O)Cn2nnnc2CN2CCCC3(CCCCC3)C2)cc1 | 2 | 7 | 4 | -5 | -1.6 | -4 | 15 | 2.9 | -3 | i
CCOC(=O)C1(Cc2ccccc2)CCCN(C(=O)C=C(C)C)C1 (centres undefined) | 2 | -1 | -2 | -2 | -0.7 | 1 | -4 | 0.3 | -8 | i
COc1ccc(-c2n(CC(=O)OC3CC(C)CCC3C(C)C)c3ccccc3[n+]2C)cc1 (centres undefined) | -2 | -5 | 0 | 2 | -0.2 | 7 | 7 | 0.4 | 6 | i

Part of the list above in order of molecular weight, lowest first.
SMILES | SUMO1 PPI mod | PABP1 MLLE inh | STEP inh | DNMT1 inh | Tb MetRS inh | NadD block | CSN deneddyl inh | LMPTP block | Scp1 inh | Rpn11 block
Cc1nc2[nH]c(=S)[nH]c(=O)c2nc1C | 6 | 42* | -2 | -8 | -0.3 | -3 | -1 | -2.1 | 5 | i
CCCCN(CC)c1nc(N)c(C#N)c(CC#N)c1C#N | 9 | -22 | 0 | -27 | 0.2 | 1 | 5 | 0.8 | -6 | i
CCOC(=O)C1(Cc2ccccc2)CCCN(C(=O)C=C(C)C)C1 (centres undefined) | 2 | -1 | -2 | -2 | -0.7 | 1 | -4 | 0.3 | -8 | i
COc1ccc(N(C(C)C(=O)NN=C2CCCC2)S(C)(=O)=O)cc1 (centres undefined) | 2 | 12 | 2 | 0 | -0.4 | 2 | -1 | -1.0 | -3 | i
O=C(COC(=O)c1cccc(Br)c1)NC(=O)NC1CCCC1 | 8 | 1 | -4 | -6 | -0.4 | -8 | 1 | 0.5 | 3 | i
COc1ccc(-n2c(COc3ccccc3)nnc2SCC(N)=O)cc1 | 2 | -90 | -1 | 5 | -0.2 | 2 | -1 | -2.3 | -12 | i
O=C(N/C(=C\c1cccc(Br)c1)C(=O)N1CCCCC1)c1ccco1 | -5 | 8 | 1 | 0 | -0.8 | -9 | 0 | -1.2 | -5 | i
O=C(O)CC(CNC(=O)C1CCCN1C(=O)OCc1ccccc1)c1ccccc1 (centres undefined) | 1 | -43 | 0 | 0 | -0.2 | -5 | 2 | -1.2 | -4 | i
COc1ccc(NC(=O)CCc2nnc3ccc(NCc4ccco4)nn23)cc1OC | 0 | -4 | 1 | -9 | -0.1 | 2 | 2 | -0.8 | 7 | i
